Screens deposited in PubChem BioAssay by several laboratories.
RSV CPE inhibition: RSV antiviral activity via CPE protection, HEp-2 cells, primary 10 µM value included (AID 2391); HEp-2 cells, RSV-induced CPE inhibition; higher % means a stronger effect; CPE inhibition, % at 10 µM; hits with a dose series show IC50 in µM; 0.13% of 310,000 active; in the data active means a potency from the dose series; inconclusive means CPE inhibition mostly from about 23% at the one dose, without a potency; inactive means the rest, 99 in 100 with CPE inhibition below about 21%; further: strong numbers were not always called active
Rac1 GTP hydrolysis: MgcRacGAP GTPase-activating activity inhibitors, confirmation, biochemical, ADP Hunter fluorescence; AID 624330; 0.6% of 340,000 active; inhibition, % at 30 µM; hits with a dose series show IC50 in µM; MgcRacGAP-stimulated Rac1 GTP hydrolysis, ADP Hunter fluorescence; higher % means a stronger effect; GST-tagged Rac1 F28L mutant substrate;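 active means first-screen hits whose inhibition reached a set limit at any dose in the follow-up dose series; inconclusive means inhibition above the set first-screen limit but never retested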;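 further: fluorescence reports GDP produced by GAP-driven GTP hydrolysis; strong numbers were not always called active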
UTI89 phage lysis: protection from phage-mediated lysis, alamar blue read-out – E. coli UTI89, K1F phage, bacterial capsule biogenesis inhibitors (AID 488966); E. coli UTI89 K1F phage lysis, alamar blue, 2 h; higher % means a stronger effect; inhibition, % at 100 µM, or IC50 in µM where a hit was titrated; 0.02% of 340,000 active;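 active means phage lysis inhibition, versus mean bacterial control, above a set limit; inconclusive means no clear call, values can overlap the other calls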;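 further: capsule biogenesis inhibitors block K1F phage lysis so surviving cells raise fluorescence; higher fluorescence means more inhibition of phage lysis; actives were called in the ten point dose series up to 300 µM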
West Nile virus CPE: inhibition of WNV-induced cytopathic effect – cell-based, CPE readout (AID 1621) | West Nile virus-infected cells, CPE inhibition; higher % means a stronger effect | one-dose CPE inhibition, % at 10 µM; IC50 in µM for titrated hits | 0.02% of 290,000 active; in the data active means a potency from the dose series; inconclusive means CPE inhibition mostly from about 3.7% at the one dose, without a potency; inactive means the rest, 99 in 100 with CPE inhibition below about 2.2%; further: strong numbers were not always called active
Large T inhibition: TAg ATPase/helicase activity blockers – biochemical (AID 1903) | 0.39% of 310,000 active | SV40 large T antigen ATPase/helicase inhibition assay; higher % means a stronger effect | inhibition, % at 20 µM; hits with a dose series show IC50 in µM; in the data active means a potency from the dose series; inconclusive means inhibition mostly from about 32% at the one dose, without a potency; inactive means the rest, 99 in 100 with inhibition below about 32%; further: strong numbers were not always called active
NTR1 agonist: NTR1-driven beta-arrestin-GFP spot formation – imaging, U2OS cells, high content, primary screen (AID 493036); P30989; activation, % at 20 µM; 0.17% of 330,000 active; agonist mode;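 active means activation at or above 40% of the spot to cytoplasm intensity ratio, with at least 20 cells analyzed; inconclusive means wells under 20 cells, flagged as cytotoxic or low count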;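 further: 0% = DMSO without peptide and 100% = 100 nM NTR1 peptide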
Target sequence (P30989 whole entry, looked up): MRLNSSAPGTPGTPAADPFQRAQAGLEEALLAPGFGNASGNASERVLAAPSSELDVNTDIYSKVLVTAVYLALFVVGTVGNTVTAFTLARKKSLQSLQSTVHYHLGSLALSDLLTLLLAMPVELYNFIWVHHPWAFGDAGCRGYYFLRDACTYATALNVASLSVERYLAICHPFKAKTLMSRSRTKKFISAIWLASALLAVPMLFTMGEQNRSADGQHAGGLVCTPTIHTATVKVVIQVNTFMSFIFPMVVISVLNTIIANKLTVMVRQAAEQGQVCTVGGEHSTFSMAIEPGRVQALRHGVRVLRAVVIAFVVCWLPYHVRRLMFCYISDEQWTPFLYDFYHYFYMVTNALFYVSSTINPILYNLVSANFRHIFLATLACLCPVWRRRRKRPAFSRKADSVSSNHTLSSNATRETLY
Salmonella PhoP GFP: inhibitors of PhoP regulon expression, primary screen, Salmonella Typhimurium, GFP reporter (AID 1863) | S. Typhimurium PhoP-regulated promoter GFP reporter, 4 h; higher % means a stronger effect | inhibition, % at 50 µM; hits with a dose series show IC50 in µM | 0.16% of 300,000 active;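 active means inhibition over 29.93%, a cutoff 3 SD above the screen mean, later confirmed by dose response; inconclusive means inhibition over 29.93% but no dose response follow-up; inactive means inhibition at most 29.93% or unconfirmed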;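 further: 0% = low Mg2+ inducing control and 100% = high Mg2+ repressing control; strong numbers were not always called active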
T cell HTS: T cell immune modulation candidate. 2C CD8+ T cell-vesicle binding, flow cytometry; hits give low values. calls only at 7 µM. 0.068% of 330,000 active. AID 2052;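 active means response, share of CD8 T cells binding vesicles, and their 90th percentile fluorescence all below set limits, cut at about 80% in these data, passing the limit was not always enough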
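Also added: QL9-peptide-loaded Drosophila micro-vesicles bearing Ld, ICAM-1 and B7-1; Test system: purified 2C TCR transgenic mouse naive CD8+ T cells; Measured by: cytometric PE anti-B7-1 and Alexa647 anti-CD8 signals after 1% paraformaldehyde fixation; Timing: binding step 1.5 h, 37 °C, antibody labelling 20 min, ice.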
Dengue-2 NS5 capping: Dengue-2 NS5 methyltransferase inhibitors, primary screen, biochemical, confirmation dose response (AID 588689). Dengue-2 NS5 methyltransferase capping enzyme assay, biochemical; higher % means a stronger effect. inhibition, % at 25 µM; hits with a dose series show IC50 in µM. 0.3% of 340,000 active; in the data active means a potency from the dose series; inconclusive means inhibition above about 29% without an active follow-up result
T cell HTS vesicle-bound %: recorded beside T cell HTS, whose call it bears; double positive events, %; measured here: CD8+ vesicle-bound cell fraction;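 binding gate set so that unloaded-vesicle control wells show 10% double positive cells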
NTR1 agonist cell count 20 µM: further read-out of NTR1 agonist, marked with its call; cell count; measured here: cell count, cytotoxicity flag
Dengue-2 NS5 capping pilot replicate: second read-out of Dengue-2 NS5 capping, no call of its own (marks repeat the call); inhibition, %; measured here: pilot screen replicate inhibition
* = called active by the depositor; i = inactive; ? = inconclusive; nt = not tested or not shown; [ ] = remark or other dose.

SMILES	RSV CPE inhibition	Rac1 GTP hydrolysis	UTI89 phage lysis	West Nile virus CPE	Large T inhibition	NTR1 agonist	NTR1 agonist cell count 20 µM	Salmonella PhoP GFP	T cell HTS	T cell HTS vesicle-bound %	Dengue-2 NS5 capping	others
CCNC(=S)N=Nc1c(O)n(Cc2ccc(Cl)cc2)c2ccccc12	2.1%	4%	2.1%[50 µM]	-0.8%	7%	0.2	78	-5%	i	50	3%
O=C(NC12CC3CC(CC(C3)C1)C2)OCCNC1CCCCC1	0.6%	11%	0.5%	-1.0%	-17%	-0.2	52	-1%	i	37	-2%
COc1ccc(CNCCC(c2ccc(F)cc2)c2ccc(OC(C)C)cc2)cc1OC (centres undefined)	nt	-1%	-1.1%	-0.8%	14%	26	54	-10%	i	38	-5%
CCc1cc(C(=O)N2CCN(c3ccccc3OC)CC2)sc1C	3.7%	5%	0.3%	0.5%	9%	-0.1	38	3%	i	37	0%
CCn1c(=O)cc(N2CCN(Cc3ccccc3)CC2)[nH]c1=O	1.8%	4%	-0.5%	0.7%	9%	0.1	68	nt	i	42	0%
CN(C)CCSc1nnc2[nH]c3ccccc3c2n1	-0.3%	15%	-3.5%	-1.1%	3%	-2.0	52	5%	i	54	1%
Cc1nn2c(-c3ccccc3)c(-c3ccccc3)nc2[nH]c1=O	1.8%	7%	0.1%	0.3%	11%	1.3	48	-8%	i	28	6%
COc1cccc(NC(=O)Cn2cc3c(n2)CCCCC3)c1	3.6%	3%	5.4%	0.3%	4%	6.2	64	6%	i	37	-4%
COC(=O)c1ccccc1NC(=O)c1nc(S(=O)(=O)Cc2ccccc2)ncc1Cl	-1.8%	3%	-0.2%	-0.1%	2%	2.9	66	5%	i	3	-11%
COCON1C(=O)CN(C(C)=O)C1c1ccc(Cl)cc1Cl (centres undefined)	2.6%	11%	-0.4%[50 µM]	0.2%	5%	-0.9	46	7%	i	34	-8%
CCc1nn2c(NCCCO)cc(C)nc2c1-c1ccc(F)cc1	13%	11%	-0.1%	-0.6%	6%	5.3	61	-8%	i	44	-1%	Dengue-2 NS5 capping pilot replicate=-4.3
CC(C)(C)c1cc(-c2n[nH]c(=S)n2-c2ccccc2F)n[nH]1	1.5%	11%	-0.3%	-0.4%	18%	2.4	60	-16%	i	58	-3%
CC(C)(C)c1csc(NC(=O)CSc2nc3ccccc3c(=O)[nH]2)n1	5.8%	9%	8.1%	0.0%	4%	6.6	63	2%	i	45	5%
CCn1c(CCC(N)=O)nnc1SCC(=O)Nc1cccc(S(=O)(=O)N2CCCC2)c1	1.7%	6%	0.6%[50 µM]	nt	nt	0.7	46	nt	i	50	-1%
CCCCNC(=O)CSc1nccn1Cc1ccccc1	2.3%	5%	1.4%	-0.4%	0%	-0.3	54	-2%	nt	nt	0%
CC(C)(C)C(=O)/C=C1\SCC(=O)N1CC(=O)N1CCN(c2ccccc2)CC1	nt	1%	1.2%[50 µM]	nt	nt	-0.2	64	nt	i	24	-2%
COc1cc(C(=O)Nn2c(O)c(C3=c4ccccc4=NC3=O)sc2=S)ccc1O	2.4%	?	4.2%[50 µM]	0.1%	35%	-0.4	53	-10%	i	53	14%
COc1ccc(N(CC(=O)N2CCOCC2)S(C)(=O)=O)c(OC)c1	0.8%	7%	0.3%	0.1%	6%	-2.3	57	10%	i	48	-7%	Dengue-2 NS5 capping pilot replicate=-0.9
COc1cccc(CNC(=O)CCC2CCCN(C(=O)c3csc(C(C)C)n3)C2)c1 (centres undefined)	1.5%	3%	0.1%	-0.1%	-5%	2.4	49	9%	i	5	3%
Cc1c(C(=O)Nc2ccccc2N2CCN(C)CC2)oc2ccc(F)cc12	nt	3%	1.9%[50 µM]	nt	nt	0.8	56	nt	nt	nt	5%
COc1cc(C=O)ccc1OCCOCCOc1ccc(Cl)cc1Cl	1.7%	3%	1.7%	-0.1%	nt	4.6	54	nt	i	50	-7%
CC(=O)c1cccc(NC(=O)COc2ccccc2)c1	1.7%	-1%	0.1%	-0.5%	2%	-0.4	79	9%	i	17	-6%	Dengue-2 NS5 capping pilot replicate=-3.2
O=C(CNC(=O)C(c1ccccc1)c1ccccc1)OCC(=O)c1cccs1	0.5%	2%	0.8%[50 µM]	-0.8%	7%	9.7	48	-10%	i	48	1%
CCOC(=O)C1CCN(C(=O)c2cccc(NS(=O)(=O)c3ccc(Br)cc3)c2)CC1	-0.1%	3%	0.5%[50 µM]	nt	nt	2.7	85	nt	i	18	-8%
COc1ccc(-c2nc(SC(C)C(=O)NCC3CCCO3)n[nH]2)cc1 (centres undefined)	1.3%	5%	1.2%[50 µM]	nt	14%	-2.3	46	-5%	i	37	0%

New compounds follow:
SMILES	RSV CPE inhibition	Rac1 GTP hydrolysis	UTI89 phage lysis	West Nile virus CPE	Large T inhibition	NTR1 agonist	NTR1 agonist cell count 20 µM	Salmonella PhoP GFP	T cell HTS	T cell HTS vesicle-bound %	Dengue-2 NS5 capping	others
O=C(N=C1SC2CS(=O)(=O)CC2N1c1ccc(F)cc1F)C1CC1 (centres undefined)	3.1%	6%	0.1%	-0.1%	13%	0.4	67	10%	i	34	-5%
CN(CC(=O)Nc1ccc(F)c(F)c1F)C(=O)CCCSc1nc2ccccc2[nH]1	6.2%	9%	1.8%[50 µM]	nt	27%	-0.9	51	-6%	i	58	-5%
O=C(CSc1ccc(Cl)cc1)N1CCOCC1	1.4%	11%	0.6%	0.1%	8%	-1.1	54	10%	i	52	-6%
Cc1ccc(C(=O)Cn2c(NCCO)nc3ccccc32)cc1	2.3%	11%	0.1%	-0.1%	7%	-0.8	54	-3%	i	54	-5%
CC(=O)Nc1ccc(SC[C@H](C)CN2CC[C@H](O)CCC2=O)cc1	0.7%	5%	1.0%	nt	nt	-2.5	58	nt	i	30	6%
CC(=O)c1cccc(OCC(O)CN2CCN(C(=O)c3ccco3)CC2)c1 (centres undefined)	2.0%	12%	-0.4%	-0.1%	4%	-0.5	51	0%	i	30	2%
O=C(NCCNC(=O)c1ccccn1)c1ccccc1	0.0%	7%	0.4%	0.2%	4%	0.3	40	-1%	i	23	-1%
O=C(CSc1nnc(-c2cccnc2)o1)Nc1ccc(Cl)cc1	2.9%	11%	0.1%	0.4%	6%	-0.1	101	4%	i	57	-4%
CCC1CCCCN1CCCNC(=O)c1ccc2c(=O)n(CCOC)c(=O)[nH]c2c1 (centres undefined)	0.9%	7%	0.0%	0.1%	8%	-0.7	38	4%	i	48	-6%
CCCC(=O)Nc1nnc(/C=C/c2ccc(OC)cc2)s1	0.0%	7%	0.1%	-0.2%	6%	-0.7	81	nt	i	58	-1%
CC1CC(C)CN(CCC(=O)Nc2ccc3c(c2)CCC3)C1 (centres undefined)	0.1%	12%	0.4%	-0.1%	10%	-1.1	79	2%	i	58	-7%
Cc1ccc(OCCn2nc3ccccc3n2)c(C)c1	0.6%	13%	0.2%	0.1%	5%	2.6	64	-2%	i	14	-2%
Cc1ccc(NC(=O)CN(C)C(=O)CNC(=O)c2cccs2)cc1	-0.9%	3%	-1.7%	nt	10%	0.6	63	2%	i	59	-9%
O=C(OCC(=O)N1CCOCC1)c1c(Cl)ccc(Cl)c1Cl	0.2%	3%	0.7%	1.1%	8%	2.0	54	-4%	i	14	-6%
CCNCC(=O)Nc1ccc(N2CCOCC2)cc1	2.5%	-36%	0.9%	0.9%	10%	-0.7	43	-2%	i	31	5%
C#CCOCCOCCOCCNc1nc(N2CCN(C(=O)C(CCC(=O)O)n3cc(C(N)CC(C)C)nn3)CC2)nc(N2CCN(C(=O)C(Cc3cc4ccccc4[nH]3)n3cc(C(N)Cc4ccc(O)cc4)nn3)CC2)n1 (centres undefined)	2.8%	9%	-1.0%	nt	4%	-3.4	79	-5%	i	25	2%
COc1ccc(CCNC(=S)Nc2ccc(C)cc2C)cc1	11%	6%	-0.2%	-1.4%	1%	-0.1	72	1%	i	58	-7%
CCOC(=O)C1CCCN(CCC(=O)Nc2c(C(=O)OC)[nH]c3cc(OC)ccc23)C1 (centres undefined)	-0.6%	4%	0.3%	0.0%	-4%	6.6	86	11%	i	33	-6%
CCCNC(=O)c1cc(C)no1	0.8%	5%	2.3%	-0.3%	5%	1.3	92	-4%	i	18	-3%
Cc1cc(C)n(-c2nc3ccccc3nc2Nc2ccc3[nH]c(=O)[nH]c3c2)n1	-2.8%	0%	0.7%	2.8%	2%	17	60	3%	i	23	17%
O=C(NCc1cccc(Cl)c1)C1CCN(c2nnc(N3CCCC3=O)s2)CC1	-0.1%	6%	-0.9%	-0.3%	17%	6.7	82	nt	i	48	-4%
CCN(CC)CCC(=O)Nc1cccc2c1C(=O)c1ccccc1C2=O	11%	nt	nt	0.4%	12%	-1.2	53	8%	i	19	nt
Cc1ccc(OCC(=O)Nc2ccc(S(=O)(=O)Nc3cc(C)nc(C)n3)cc2)cc1	2.3%	17%	0.3%	0.1%	7%	-0.4	60	-5%	i	20	-8%
Cc1cc(C)nc(NS(=O)(=O)c2ccc(NC(=O)Nc3ccccc3F)cc2)n1	nt	nt	nt	0.0%	7%	0.3	43	5%	i	26	nt
COC(=O)Cc1ccc(NC(=O)c2ccc(C)c(C)c2)cc1	5.7%	5%	0.1%	-0.5%	14%	-0.4	94	2%	i	40	-5%	Dengue-2 NS5 capping pilot replicate=-0.9
COc1ccccc1CCNC(=O)COc1cccc2c1OC(C)(C)C2	0.1%	-1%	1.6%[50 µM]	nt	4%	3.4	74	-7%	i	37	0%
CCOC(=O)c1c(C)nsc1NC(=O)C1CCCCC1	-1.7%	-2%	0.0%	3.2%	6%	5.5	83	-8%	i	46	-4%
COc1cc(OC)cc(C(=O)Nc2ccccc2-c2nnn(CC(N)=O)n2)c1	2.7%	4%	0.3%	0.8%	1%	3.0	91	6%	i	65	-6%
O=S(=O)(NCC(c1ccc2c(c1)OCO2)N1CCOCC1)c1ccc(F)cc1 (centres undefined)	-1.3%	8%	0.7%[50 µM]	nt	18%	0.4	51	3%	i	13	1%
CCC(C(=O)Nc1cc(C)cc(C)n1)c1ccccc1 (centres undefined)	0.8%	nt	nt	nt	9%	3.3	51	nt	i	31	nt
